Myeloid diff MLP: myeloid differentiation induction; ER-HoxA9 myeloid progenitors, lysozyme-GFP differentiation, flow cytometry; calls only at 10 µM; 360,000 tested, 1% active;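 active means normalized GFP-positive differentiation at or above the plate's own cutoff, the solvent-only control mean plus 3 SD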;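 further: cells exposed to compound for four days before flow analysis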
bCat nuc transl: alters nuclear translocation of beta-catenin in HeLa cells | 190,000 tested, 0.3% active | immunofluorescence imaging | AID 1665 | nuclear translocation activity, % at 5 µM;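 active means nuclear translocation activity above 50% at 5 µM, with a well cell count of 50 or more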;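 further: per-cell ratio of nuclear to cytoplasmic median beta-catenin stain intensity; plate controls were DMSO negative control for no effect and GSK-3 inhibitor IX positive control for full effect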
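System: HeLa cells, endogenous beta-catenin; compound dosing: 5 µM primary single dose, 0.1% DMSO, 0.02–20 µM confirmation series; incubation: 24 h compound exposure at 37°C, 5% CO2; signal: beta-catenin immunofluorescence imaging with DAPI; evaluation: % activation, nuclear-to-cytoplasmic median beta-catenin signal ratio per cell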
MT stabilizer: microtubule stabilizers in HeLa cells. % tubulin-high responders, % at 10 µM. HeLa tubulin immunostaining HCS, 24 h; share of cells brighter than vehicle mean+2SD. 200,000 tested, 0.83% active. AID 2205;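 active means plate Z-score above 3 for both tubulin-high and condensed-nucleus cell shares, with cell loss under 80%, at 10 µM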;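 further: anti alpha tubulin signal scored within the nucleus-defined area of each cell; some results filed as inactive read as strong as hits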
T cell HTS: modulates CD8 T cell binding to vesicles; 2C CD8+ T cell-vesicle binding, flow cytometry; stronger effect = lower value; calls only at 7 µM; 330,000 tested, 0.068% active;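 active means response, share of CD8 T cells binding vesicles, and their 90th percentile fluorescence all below set limits, cut at about 80% in these data, passing the limit was not always enough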
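System: murine 2C transgenic CD8+ T lymphocytes; also added: QL9-loaded Drosophila micro-vesicles; times: binding 1.5 h at 37 °C; measured by: flow cytometry, PE anti-B7-1 (FL2) versus Alexa647 anti-CD8 (FL8), PFA-fixed; control set: Peptide-free naked vesicles (low) and QL9 vesicles with 0.7% DMSO vehicle (high)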
WT yeast gro inh: growth inhibition of WT yeast, mitochondrial fusion screen; inhibition, % at 10 µM; AID 1362; 190,000 tested, 2.1% active; mitochondrial fusion phenotypic screen, WT strain; in the data active means inhibition above about 58%; tested in S. cerevisiae
Autophagy HCS: alters autophagy in cells | MEF GFP-LC3 puncta imaging; test concentration mostly 10 µM | calls only at 10 µM (by protocol) | 190,000 tested, 0.98% active | AID 463193;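 active means percentage of spot-positive cells more than 3 SD above its plate mean, without a fluorescence outlier flag or 80% toxicity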;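 further: spot-positive cell cutoff set from DMSO-treated cells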
Lipid droplet: modulators of hepatic lipid droplet formation; inhibition, % at 6.5 µM; AML12 mouse hepatocytes, oleate lipid droplets, BODIPY imaging; 240,000 tested, 0.4% active;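 active means lipid droplet intensity inhibited by at least 50%, with more than 500 cells counted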
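Test system: AML12 hepatocytes (mouse); reagent: oleate loading, 100 µM; dosing: one dose, 6.5 µM compound; incubation: overnight exposure; signal: fluorescence imaging, 20x objective, two fields per well; read-out basis: % inhibition of corrected integrated BODIPY droplet signal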
Ins promoter up: MIN6 insulin promoter up-regulation. 190,000 tested, 0.3% active. AID 1625. z-score at 5 µM. MIN6 insulin promoter-GFP reporter, high-content imaging; stronger effect = higher value;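 active means z-score above 3 at 5 µM with at least 500 cells counted in the well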
West Nile virus CPE: inhibition of WNV-induced cytopathic effect – cell-based, CPE readout (AID 1621). West Nile virus-infected cells, CPE inhibition; higher % means a stronger effect. 290,000 tested, 0.02% active. CPE inhibition, % at 10 µM, or IC50 in µM where a hit was titrated; in the data active means a potency from the dose series; further: strong numbers were not always called active
WT yeast gro inh mutant strain: recorded beside WT yeast gro inh, whose call it bears; inhibition, %; mitochondrial fusion phenotypic screen, mutant strain inhibition
Ins promoter up cell count: also measured in Ins promoter up; calls as there; cell count; measured here: cytotoxicity, nuclei count;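 total cells summed across four imaged fields per well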
Lipid droplet cells 6.5 µM: recorded beside Lipid droplet, whose call it bears; cell count; measured here: cell count, cytotoxicity flag;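 cells counted across two imaged fields per well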
bCat nuc transl cell count 5 µM: further read-out of bCat nuc transl, marked with its call; cell count; measured here: cell count, cytotoxicity flag
T cell HTS vesicle-bound %: further read-out of T cell HTS, marked with its call; double positive events, %; measured here: CD8+ vesicle-bound cell fraction;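 binding gate set so that unloaded-vesicle control wells show 10% double positive cells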
MT stabilizer Hoechst-high %: second read-out of MT stabilizer, no call of its own (marks repeat the call); % Hoechst-high responders; measured here: nuclear condensation Hoechst responders;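 share of cells brighter than vehicle mean plus two SD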
MT stabilizer cytotoxicity %: second read-out of MT stabilizer, no call of its own (marks repeat the call); toxicity, %; measured here: cytotoxicity by cell density;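 0% = mean cell density of plate MIN control wells and 100% = no cells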
Autophagy HCS cell loss 18 h: further read-out of Autophagy HCS, marked with its call; toxicity, %; measured here: cell loss, nuclei count;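 cell loss after 18 h compound exposure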
Myeloid diff MLP GFP+ MAC1+ %: recorded beside Myeloid diff MLP, whose call it bears; GFP+ MAC1+ double positive, %; measured here: differentiation confirmed by MAC1 staining
* = called active by the depositor; i = inactive; . = no result given; + = active, no number.

no.	molecule	Myeloid diff MLP	Myeloid diff MLP GFP+ MAC1+ %	bCat nuc transl	bCat nuc transl cell count 5 µM	MT stabilizer	MT stabilizer Hoechst-high %	MT stabilizer cytotoxicity %	T cell HTS	T cell HTS vesicle-bound %	WT yeast gro inh	WT yeast gro inh mutant strain	Autophagy HCS	Autophagy HCS cell loss 18 h	Lipid droplet	Lipid droplet cells 6.5 µM	Ins promoter up	Ins promoter up cell count	West Nile virus CPE
1	O=c1oc(-c2cccc(S(=O)(=O)N3CCOCC3)c2)nc2ccccc12	i	1.1	-0.6	989	1.6	1.4	0.4	i	18	8	7	i	12	0	767	1.1	1252	0.3%
2	Nc1ccc(Cl)c(-c2nc3ncccc3o2)c1	.	.	2.7	1341	3.3	2.2	0.2	i	37	4	19	i	4	.	.	-1.4	1038	0.0%
3	Cc1ccc(C)c(Cn2nnc3c(=O)[nH]c(C4CCCN(S(=O)(=O)Cc5ccccc5)C4)nc32)c1 (stereo not drawn)	i	0.5	.	.	.	.	.	i	21	.	.	.	.	-16	815	.	.	0.2%
4	COc1ccc(C(=O)NCc2cc(C)nc3ccccc23)cc1OC	i	0.0	-2.6	1102	2.7	3.1	8.1	i	48	4	-12	i	18	-8	627	-0.09	1079	-0.1%
5	COC(=O)c1c(N2C(=O)[C@H]3[C@@H](C2=O)[C@]2(C(=O)Nc4c(C)cc(C)cc42)N2CCC[C@@H]32)sc(C)c1C	i	0.2	-1.4	527	8.2	2.2	7.9	i	47	12	1	i	-44	68*	693*	.	.	-0.2%
6	CC1CCC(NC(=O)CCS(=O)(=O)c2ccc3c(c2)CCN3C(=O)C2CC2)CC1 (stereo not drawn)	+	14*	.	.	.	.	.	i	53	.	.	.	.	12	706	.	.	0.1%
7	Oc1c(Cl)cc(Cl)cc1C=Nc1ccc2c(c1)OCCO2	i	0.6	-5.3	1093	1.3	0.9	6.6	i	61	-2	-4	i	7	5	781	0.29	716	0.2%
8	Nc1nnc(SCC(=O)c2ccco2)s1	i	1.1	0.5	1248	2.3	1.9	12	i	33	-9	-6	i	-1	.	.	-0.51	1623	0.3%
9	CCn1ncc(Br)c1C(=O)NC(C)c1ccccc1 (stereo not drawn)	i	0.2	2.0	1018	2.8	1.9	4.1	i	31	-6	-4	i	5	-5	713	0.01	1225	-0.2%
10	Cc1ccc(C)c(N2CCN(C(=O)Cn3ncc4c([nH]c5ccc(C)cc54)c3=O)CC2)c1	i	1.6	.	.	.	.	.	i	33	.	.	.	.	8	679	.	.	0.2%
11	CCNS(=O)(=O)c1ccc(NC(=O)Cc2ccc(F)cc2)cc1	i	7.0	0.2	1028	3.0	0.4	22	i	13	8	15	i	2	-4	606	-0.04	1253	-0.7%
12	CCOC(=O)CCNC(=O)N1CCCC(CNS(=O)(=O)c2cccs2)C1 (stereo not drawn)	i	0.0	-2.6	1068	2.9	0.7	0.5	i	28	4	-3	i	-6	16	669	-0.54	1398	-0.4%
13	CCN(CC)C(=O)CSc1nc2cc(OC)c(OC)cc2c(=O)n1Cc1ccc(Cl)cc1	i	0.7	1.7	1382	1.4	0.6	6.8	i	33	38	14	i	22	.	.	-1.1	1263	-0.3%
14	CCCCNC(=O)Nc1ccccc1C(=O)NCCC	i	7.2	-1.9	1230	3.0	1.0	7.0	i	32	-29	2	i	-13	24	760	0.11	1315	-0.7%
15	CCCCCCCCc1nnc(NC(=O)c2ccco2)s1	i	2.2	3.4	1091	3.3	2.0	5.6	i	11	26	32	i	-2	-10	760	-0.02	850	-0.2%
16	Cc1ccc(S(=O)(=O)N2CCC(C(=O)NNC(=O)c3ccncc3)CC2)cc1	i	0.5	1.0	960	5.5	1.2	6.2	i	21	-4	1	i	2	10	720	.	.	0.1%
17	Cc1cc(C)n(S(=O)(=O)c2ccc3oc(=O)ccc3c2)n1	i	0.5	.	.	.	.	.	i	30	.	.	.	.	4	813	.	.	-0.3%
18	COc1cccc(NC=C2C(=O)OC(C)(C)OC2=O)c1	i	2.7	-2.6	981	2.5	2.8	10	i	38	14	-7	i	7	.	.	-0.24	1334	1.6%
19	CCN(CC)C(=O)Cn1ccc(NC(C)=O)nc1=O	i	0.4	-0.8	1349	.	.	.	i	50	.	.	.	.	-6	638	0.18	1031	0.5%
20	O=C(CSc1n[nH]c(-c2ccco2)n1)Nc1sc2c(c1C(=O)Nc1ccccc1)CCCC2	i	1.9	1.4	823	2.5	1.1	0.9	i	19	2	-7	i	-17	0	768	-0.03	1180	0.4%
21	CC(C)CNC(=O)C(=O)NN=C1CCCCCC1	i	0.4	-2.1	579	3.2	3.3	3.4	i	23	4	-15	i	-13	11	670	0.81	1051	-0.5%
22	C=CCn1c(SCC(=O)Nc2ccccc2C)nc(O)cc1=O	i	0.8	.	.	.	.	.	i	32	.	.	.	.	0	678	.	.	0.2%
23	Cc1cc2n(c1)CCn1c(C)ccc1-2	.	.	8.3	1079	5.7	3.6	7.6	i	24	-2	-3	i	-9	-9	646	0.9	809	-0.2%
24	Cc1ccc(O)c(C(=O)c2cc(C#N)c3nc4ccccc4n3c2)c1	.	.	0.3	1120	2.7	1.9	0.8	i	59	5	6	i	15	23	690	-0.52	1216	-0.5%
25	O=c1[nH]c(/C=C/c2ccccc2OC(F)F)nc2c1cnn2-c1ccccc1	i	1.3	-0.5	960	1.8	1.9	3.8	i	40	-10	-6	i	4	24	594	3.2*	1146*	-0.2%
26	CC1(C)CC(=O)C2=C(C1)NC(=S)C(C#N)C21CCCCC1 (stereo not drawn)	i	1.0	-0.8	1320	.	.	.	i	2	.	.	.	.	11	669	-0.31	1012	0.1%
27	O=S(=O)(NCCc1csc(-c2ccccc2)n1)c1cccnc1	i	0.7	0.4	1303	.	.	.	i	8	.	.	.	.	-5	676	0.1	1022	-0.4%
28	COc1ccc(C2CC(=O)c3cnc(N)nc3C2)c(OC)c1 (stereo not drawn)	i	0.5	-1.2	1112	1.0	0.9	2.7	.	.	-8	0	i	1	.	.	-0.15	1304	0.1%
29	Cc1cccc(NC(=O)C2C(c3ccccc3)C2(Cl)Cl)c1 (stereo not drawn)	i	0.6	-1.9	1084	1.5	1.6	7.9	i	54	64*	33*	i	-11	0	762	-1.4	1416	-1.7%
30	O=C(Nc1nccs1)c1cc([N+](=O)[O-])ccc1Cl	i	0.2	.	.	.	.	.	i	43	.	.	.	.	1	809	.	.	-1.3%
31	Nc1ccc(-c2nc(-c3ccccc3)nc3ccccc23)cc1	i	0.4	.	.	.	.	.	i	44	.	.	.	.	11	842	.	.	-0.9%
32	Clc1ccc(C2=NN=C3COc4ccccc4N3C2)cc1	i	0.1	1.9	495	5.0	2.4	8.5	i	51	0	-27	i	3	10	603	-0.14	1166	-0.7%
33	C=CCNc1oc(-c2cccc3ccccc23)nc1C#N	i	0.5	.	.	1.9	2.2	5.6	i	12	14	1	i	-1	-4	734	0.15	1292	-0.6%
34	COc1ccc(S(=O)(=O)N2CCc3ccccc32)cc1OC	i	1.1	.	.	.	.	.	i	58	.	.	.	.	0	793	.	.	-1.3%
35	CCc1nn(CC(=O)NCCCN(CC)c2cccc(C)c2)c(=O)c2cc3occc3n12	.	.	1.3	960	2.3	1.7	1.3	i	41	5	-7	i	-6	-4	657	-0.6	1685	-1.6%
36	O=C(CCS(=O)(=O)c1ccccc1)NCCS(=O)(=O)c1ccccc1	i	0.2	6.1	1143	3.9	2.3	6.3	i	59	-20	0	i	14	8	702	-0.45	1061	-0.2%

Compounds 35 through 36 from above:
no.	molecule	Myeloid diff MLP	Myeloid diff MLP GFP+ MAC1+ %	bCat nuc transl	bCat nuc transl cell count 5 µM	MT stabilizer	MT stabilizer Hoechst-high %	MT stabilizer cytotoxicity %	T cell HTS	T cell HTS vesicle-bound %	WT yeast gro inh	WT yeast gro inh mutant strain	Autophagy HCS	Autophagy HCS cell loss 18 h	Lipid droplet	Lipid droplet cells 6.5 µM	Ins promoter up	Ins promoter up cell count	West Nile virus CPE
35	CCc1nn(CC(=O)NCCCN(CC)c2cccc(C)c2)c(=O)c2cc3occc3n12	.	.	1.3	960	2.3	1.7	1.3	i	41	5	-7	i	-6	-4	657	-0.6	1685	-1.6%
36	O=C(CCS(=O)(=O)c1ccccc1)NCCS(=O)(=O)c1ccccc1	i	0.2	6.1	1143	3.9	2.3	6.3	i	59	-20	0	i	14	8	702	-0.45	1061	-0.2%

Screening results deposited in PubChem by several laboratories.
